Screens: PubChem BioAssay, The Scripps Research Institute Molecular Screening Center
PREPL inh = inhibits the human prolyl oligopeptidase-like enzyme; inhibition, % at 5.96 µM; recombinant PREPL, fluorescence polarization activity-based probe; 0.68% of 320,000 active; Q4J6C6; in the data active = inhibition above about 43%;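 also: 0% = enzyme with DMSO and 100% = wells lacking enzyme; many of its hits are not listed in these tables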
Target sequence (Q4J6C6 whole entry, looked up): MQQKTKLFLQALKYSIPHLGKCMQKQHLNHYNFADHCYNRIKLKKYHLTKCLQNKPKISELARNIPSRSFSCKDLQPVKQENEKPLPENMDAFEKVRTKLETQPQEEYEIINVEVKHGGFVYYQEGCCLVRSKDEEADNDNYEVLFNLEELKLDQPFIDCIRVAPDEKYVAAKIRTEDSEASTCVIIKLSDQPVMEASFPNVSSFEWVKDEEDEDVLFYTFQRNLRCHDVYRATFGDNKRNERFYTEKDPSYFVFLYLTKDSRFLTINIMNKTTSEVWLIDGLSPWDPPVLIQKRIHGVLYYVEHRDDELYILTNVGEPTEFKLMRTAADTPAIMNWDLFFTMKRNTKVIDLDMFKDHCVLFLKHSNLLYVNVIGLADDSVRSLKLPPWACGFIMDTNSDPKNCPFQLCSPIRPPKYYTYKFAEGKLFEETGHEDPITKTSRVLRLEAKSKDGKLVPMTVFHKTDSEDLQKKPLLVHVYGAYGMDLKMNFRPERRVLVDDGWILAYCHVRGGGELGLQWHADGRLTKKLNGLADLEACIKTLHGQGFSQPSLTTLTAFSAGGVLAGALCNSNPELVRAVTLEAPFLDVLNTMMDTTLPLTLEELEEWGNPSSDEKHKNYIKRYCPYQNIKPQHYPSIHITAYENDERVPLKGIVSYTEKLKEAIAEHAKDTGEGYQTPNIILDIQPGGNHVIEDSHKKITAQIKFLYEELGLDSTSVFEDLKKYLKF
PAFAH1B3 FP inh = inhibitors of human PAFAH1B3; inhibition, % at 3.39 µM; Q15102; AID 492972; 0.28% of 340,000 active; recombinant PAFAH1B3, FP-rhodamine probe, fluorescence polarization;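 active = inhibition above the screen-wide average of all tested compounds plus 3 SD, cut at about 25% in these data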;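 also: 0% = enzyme with DMSO only and 100% = wells lacking PAFAH1B3 protein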
EBNA-1 inhibitor = blocks EBNA-1 binding to DNA; EBNA-1 DNA binding, fluorescence polarization; inhibition, % at 14.8 µM; AID 1950; 0.34% of 300,000 active; in the data active = inhibition above about 28%
LYPLA2 inh = counter-screen for PME1 inhibitors: inhibitors of human LYPLA2; AID 2177; recombinant LYPLA2, FP-Rh probe fluorescence polarization; 0.38% of 320,000 active; O95372; inhibition, % at 5.9 µM;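 active = inhibition above the screen-wide mean plus 3 SD, limit set per campaign, cut at about 26% in these data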;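 also: 0% = LYPLA2 with DMSO and 100% = wells lacking LYPLA2 enzyme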
PAFAH2 FP inh = PAFAH2 (human) inhibition | Q99487 | recombinant PAFAH2, FP-rhodamine activity probe, fluorescence polarization | inhibition, % at 3.39 µM | 0.99% of 340,000 active;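 active = inhibition above the mean over all tested compounds plus 3 SD, cut at about 30% in these data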;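 also: inhibitors block probe labeling of enzyme so polarization drops; 0% = enzyme with DMSO and 100% = wells lacking PAFAH2 protein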
LYPLA1 inh = LYPLA1 (human) inhibition in PME1 counter-screen. O75608. inhibition, % at 5.9 µM. recombinant LYPLA1, FP-Rh probe fluorescence polarization. AID 2174. 0.16% of 320,000 active;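 active = inhibition above the mean of all tested compounds plus 3 SD, set per campaign, cut at about 14% in these data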;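 also: inhibitors block serine hydrolase probe labeling of LYPLA1 so polarization falls; 0% = enzyme with DMSO and 100% = wells lacking LYPLA1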
ZTA DNA inh = blocks Epstein-Barr virus ZTA, an EBNA-1 counter-screen | P03206 | ZTA-DNA binding, fluorescence polarization | inhibition, % at 11 µM | 0.15% of 320,000 active | AID 2234; in the data active = inhibition above about 33%
PAD4 FP inh = PAD4 (human) enzyme inhibition | 0.41% of 330,000 active | inhibition, % at 6.36 µM | AID 485272 | recombinant PAD4, RCA probe fluorescence polarization | Q9UM07;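 active = percent inhibition above a cutoff equal to the mean of all tested compounds plus 3 SD, cut at about 15% in these data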;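 also: 0% = PAD4 with RCA probe and DMSO and 100% = probe without PAD4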
GSTO1 counter = blocks human GSTO1 in RBBP9 counter-screen; P78417; recombinant GSTO1, activity-based probe fluorescence polarization; inhibition, % at 5.96 µM; 1.1% of 300,000 active; AID 1974;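 active = inhibition above the campaign mean inhibition plus 3 SD, cut at about 35% in these data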;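 also: 0% = GSTO1-1 with DMSO and 100% = wells lacking GSTO1-1 enzyme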
Target sequence (P78417 whole entry, looked up): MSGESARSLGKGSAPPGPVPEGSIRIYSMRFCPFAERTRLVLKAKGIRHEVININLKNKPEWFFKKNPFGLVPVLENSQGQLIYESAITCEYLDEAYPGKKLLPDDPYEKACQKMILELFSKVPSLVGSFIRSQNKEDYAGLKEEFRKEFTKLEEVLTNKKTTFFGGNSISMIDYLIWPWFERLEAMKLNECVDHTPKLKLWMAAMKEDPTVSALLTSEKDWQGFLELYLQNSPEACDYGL
Active calls of the source: *; x = no result given.

SMILES	PREPL inh	PAFAH1B3 FP inh	EBNA-1 inhibitor	LYPLA2 inh	PAFAH2 FP inh	LYPLA1 inh	ZTA DNA inh	PAD4 FP inh	GSTO1 counter
CCNCCNC(=O)c1c(O)c2c([nH]c1=O)CCCC2	2	3	-2	-4	-2	-2	-3	-3	7
N#Cc1ccc(NC(=O)CSc2n[nH]c(=O)n2C2CC2)cc1	0	3	x	-5	1	-2	-5	0	x
CC(=O)NC1(c2ccccc2)CCN(C(=O)N2CCOCC2)CC1	12	-4	-2	0	-5	4	14	-3	-3
CC(C)CC(C(=O)NC(C)(C)C)N(Cc1cccs1)C(=O)c1snc(C(N)=O)c1N (stereo not drawn)	14	-5	-4	0	7	0	12	3	-15
CCOC(=O)C1CCN(Cc2ccc(OC)cc2OC)CC1	15	-3	7	5	2	2	1	2	-5
CCc1c(C)nc(Nc2nc(C)c3cc(OC)ccc3n2)[nH]c1=O	-7	8	5	2	14	4	-5	-8	13
O=C(NCCS(=O)(=O)NCC1CCCO1)c1ccccc1 (stereo not drawn)	1	-7	-3	0	0	-2	0	1	3
COc1ccc(-c2cccc(C(=O)NCC(=O)O)c2)cc1	12	8	12	3	-2	-4	6	0	-2
O=c1[nH]cnc2c1ncn2[C@@H]1C[C@@H](O)[C@H](CO)O1	-4	3	-10	-4	7	-2	6	-2	-6
CCOC(=O)c1c(C)[nH]c(C(=O)OCC(=O)N2CCCC2=O)c1C	2	12	1	9	10	-2	-5	4	-5
O=c1[nH]ncc(N2CCN(Cc3ccccc3)CC2)c1Cl	20	0	3	2	5	3	3	-2	6
Cc1csc(SC(C)C(=O)Nc2ccc(S(=O)(=O)N3CCCC3)cc2)n1 (stereo not drawn)	29	6	6	11	6	0	-3	2	-1
N#C/C(=C/c1ccc(Sc2nc3ccccc3[nH]2)o1)c1ccccc1F	-1	-2	-6	-37	-7	-13	7	-1	-1
CC(CCc1ccccc1)NC(=O)C1CCN(S(=O)(=O)N2CCCCC2)CC1 (stereo not drawn)	10	0	-22	-6	6	1	2	-3	2
CCCc1nc(SCC(=O)Nc2ccccc2OC)c2c(=O)n(C)c(=O)n(C)c2n1	-3	-2	0	-1	7	0	-2	2	3
CC(C)(C)OC(=O)N/N=C\c1ccc([N+](=O)[O-])s1	6	9	0	-1	3	-2	7	-7	7
c1ccc2c(c1)ncn2CCCOc1ccc2c(c1)CCC2	-17	4	10	6	-1	3	7	-4	-4
N#C/C(=C(/O)c1ccco1)c1nc2ccccc2[nH]1	-4	3	1	-2	2	-1	6	-4	-2
CCCCSc1nnc(NC(=O)CCc2ccccc2)s1	7	3	6	3	1	0	10	0	3
COc1ccc(CNC(=O)C[C@H]2C(=O)N(c3ccccc3)C[C@@H]2Cc2ccccc2)cc1	17	2	2	0	-5	-1	-1	0	5
CC(C)C[C@H]1CN=C(N(C)C)N1CC1CCCCCC1	19	5	4	6	2	1	-13	0	-15
Cc1ccc(CNC(=O)c2ccc(Cn3nc(C)c(Cl)c3C)o2)cc1	-4	3	10	-2	1	0	-5	1	2
COc1ccc(C(=O)NC(C(=O)NCC(=O)Nc2c(C)cccc2C)C(C)C)cc1 (stereo not drawn)	2	4	4	7	-3	6	1	-3	2
COc1ccc(N(C(=O)c2ccccc2C)S(=O)(=O)c2cccs2)cc1	14	1	-1	6	1	3	-12	2	1

Looked up one by one from the entries so far (2):
SMILES	PREPL inh	PAFAH1B3 FP inh	EBNA-1 inhibitor	LYPLA2 inh	PAFAH2 FP inh	LYPLA1 inh	ZTA DNA inh	PAD4 FP inh	GSTO1 counter
CC(C)(C)OC(=O)N/N=C\c1ccc([N+](=O)[O-])s1	6	9	0	-1	3	-2	7	-7	7
CC(C)C[C@H]1CN=C(N(C)C)N1CC1CCCCCC1	19	5	4	6	2	1	-13	0	-15

Next section:
SMILES	PREPL inh	PAFAH1B3 FP inh	EBNA-1 inhibitor	LYPLA2 inh	PAFAH2 FP inh	LYPLA1 inh	ZTA DNA inh	PAD4 FP inh	GSTO1 counter
O=C1OC(Nc2ccc(F)c([N+](=O)[O-])c2)c2ccccc21 (stereo not drawn)	-3	-2	-5	2	0	0	16	-1	-11
Cc1cc(C)nc(Sc2ncnc3c2oc2ccccc23)n1	-4	3	-12	9	-1	1	-8	-2	0
Cc1ccc2nc(N3CCN(S(=O)(=O)c4ccc(C)c(Cl)c4)CC3)c(C#N)cc2c1	-4	0	2	-2	-9	-1	-8	-2	-7
CCc1cc(OCCN(C)C)ccc1Cl	-5	7	6	4	-6	1	0	-4	-3
Cc1cccc(C(=O)N2CCC(Cc3ccccc3)CC2)c1[N+](=O)[O-]	21	7	-15	-2	0	-2	5	0	4
CC1=NN(C(N)=S)C(=O)C1N=Nc1cc(Cl)ccc1Cl (stereo not drawn)	13	3	-9	-4	11	-3	0	2	-6
O=C(O)Cc1ccc2oc(-c3cccnc3)nc2c1	-2	3	-15	-3	0	2	-11	-5	17
CCOc1ccc(NC(=O)C/C(N)=N/O)cc1	18	-4	8	2	-3	2	-5	-2	6
CC1CN(C(=O)Nc2ccc3c(c2)OCO3)CC(C)O1 (stereo not drawn)	17	3	7	4	-10	4	1	-2	2
O=C(Cn1[nH]c(=O)c2ccccc2c1=O)NCCN1C(=O)S/C(=C\c2ccccc2)C1=O	-31	4	x	x	31*	x	x	-5	x
O=c1[nH]c(/C=C/c2ccccc2OC(F)F)nc2c1cnn2-c1ccccc1	2	-5	5	-1	-10	-1	7	-5	1
Cc1ccc(C)c(-n2nnnc2Sc2nc([N+](=O)[O-])nn2C)c1	16	3	4	-4	-8	0	-35	0	8
O=C1C2C3C=CC(C3)C2C(=O)N1Nc1ccc([N+](=O)[O-])cc1[N+](=O)[O-] (stereo not drawn)	5	1	5	2	-2	2	3	2	4
CNS(=O)(=O)c1cccc(C(=O)OCc2cc(C(C)=O)ccc2OC)c1	5	1	-6	1	2	-1	-5	-3	3
O=[N+]([O-])c1ccc(CSC2=NCCS2)cc1	6	4	3	7	9	4	6	2	3
Cc1ccc(S(=O)(=O)N(C)Cc2ccccc2)cc1C(=O)N1CCCCC1	14	-5	-3	0	-8	7	-17	-3	-5
CCn1nnc(NC(=O)Cc2ccc(Cl)cc2)n1	-1	6	4	0	-1	-3	5	-2	-4
COc1ccc(CC(=O)NCC2CCCN(Cc3ccc(OC)cc3F)C2)cc1 (stereo not drawn)	2	4	-14	5	-2	-2	-9	-1	8
CCCn1c(C)cc(C)c(C#N)c1=O	10	1	-3	-3	-6	1	-16	2	-2
Cc1ccccc1-c1ccc(=O)n(CC(=O)Nc2ccc(C(=O)N3CCCC3)cc2)n1	-24	5	-8	-5	3	-6	-7	3	-1
COC(=O)CSc1nnc(NC(=O)/C=C\c2ccc3c(c2)OCO3)s1	3	-11	-5	3	-2	-2	-1	1	8
Cn1c(SCC(=O)N2c3ccccc3Sc3ccccc32)nnc1-c1ccco1	8	11	4	-1	1	4	-1	1	-3
COc1ccccc1CNC(=O)C(=O)Nc1ccc(C(=O)N2CCC(C)CC2)cc1	3	9	6	20	4	3	15	-1	-4
NS(=O)(=O)c1ccc(NC(=O)CSc2ccc3ccccc3n2)cc1	8	1	7	2	2	-2	-12	7	3

A portion from the list above, for reference:
SMILES	PREPL inh	PAFAH1B3 FP inh	EBNA-1 inhibitor	LYPLA2 inh	PAFAH2 FP inh	LYPLA1 inh	ZTA DNA inh	PAD4 FP inh	GSTO1 counter
COc1ccc(CC(=O)NCC2CCCN(Cc3ccc(OC)cc3F)C2)cc1 (stereo not drawn)	2	4	-14	5	-2	-2	-9	-1	8
CCCn1c(C)cc(C)c(C#N)c1=O	10	1	-3	-3	-6	1	-16	2	-2

(cont.)
SMILES	PREPL inh	PAFAH1B3 FP inh	EBNA-1 inhibitor	LYPLA2 inh	PAFAH2 FP inh	LYPLA1 inh	ZTA DNA inh	PAD4 FP inh	GSTO1 counter
Cc1ccc(NC(=O)c2nn(C34CC5CC(CC(C5)C3)C4)cc2[N+](=O)[O-])cc1	1	0	12	-8	-9	-5	18	1	1
CCOC(=O)c1cccc(NC(=O)CCn2nnc3ccccc32)c1	-7	3	-3	2	-12	-6	-20	3	4
Cc1ccc(CNC(=O)C2CCC(CNc3nc(=S)[nH]c4ccccc34)CC2)cc1 (stereo not drawn)	2	-3	21	-4	-15	1	4	-5	0
Cc1ccccc1NC(=S)NNC(=O)c1ccoc1C	4	2	6	3	2	3	-6	0	7
CC(C)Cc1nc2sc3c(=O)[nH]cnc3c2c2c1CCCC2	-1	-4	13	-4	9	-2	7	-6	10
CCSc1nc(O)cc(=O)[nH]1	-3	9	-10	8	0	2	-10	-4	3
C[C@H]1CN=C(N(C)C)N1CCC1CCCC1	10	5	0	-2	0	1	0	-3	-1
Cn1c(-c2cccc(F)c2)nc2c1c(=O)[nH]c(=O)n2Cc1ccccc1	12	-7	-10	1	3	-3	-4	-3	-4
CCOc1ccc(CCNC(=O)C2CCN(c3nnc(-n4cccc4)s3)CC2)cc1OCC	12	-1	-5	13	8	4	-2	1	0
Cc1ccc(C(c2c(C)nn(-c3ccccc3)c2N)c2c(C)nn(-c3ccccc3)c2N)cc1	10	2	-4	5	2	0	10	-7	1
O=C(CSC(=S)N1CCCC1)c1cc(Br)cc(Br)c1O	-17	x	-6	-42	x	-21	6	-9	-98
CC(C)Cc1cc(C(=O)N2CCC(N3CCC(C(=O)N4CCOCC4)CC3)CC2)n[nH]1	10	1	4	2	-13	-4	-12	1	2
CCCCN(CC)CCNc1c(N2CCN(C(=O)OCC)CC2)c(=O)c1=O	12	-3	-8	6	-3	6	-7	-3	-3
CC(Sc1nnc(Cc2cccs2)n1C1CCCCC1)C(=O)NCc1ccco1 (stereo not drawn)	-7	1	-3	6	-2	-5	0	2	-1
O=C(NCCCN1CCOCC1)C1Nc2ccc(OC(F)(F)F)cc2C2C=CCC12 (stereo not drawn)	-2	7	2	3	5	2	-16	2	2
CCOC(=O)c1c(C)n(C)c2ccc(OCC(O)CN3C(=O)c4ccccc4S3(=O)=O)cc12 (stereo not drawn)	24	-1	13	0	8	-2	-12	3	0
Cc1ccc(OCCCCNC2CCCC(C)C2C)c(C)c1 (stereo not drawn)	-9	-5	-2	2	3	2	13	-6	3
Cc1cc([N+](=O)[O-])ccc1NC(=O)CCC(=O)N1CCCC1	9	7	6	-4	-4	-5	1	-3	-3
Cc1ccc(NC(=O)COc2nsnc2N2CCOCC2)cc1Cl	24	-7	-12	-8	-1	-3	-3	-7	0
CCOC(=O)C1=C(C)NC(SCC(=O)Nc2cc(C)on2)=C(C#N)C1c1cccs1 (stereo not drawn)	0	13	14	-8	4	-7	13	-4	3
O=C(NC1CCSc2ccccc21)c1c(F)cccc1Cl (stereo not drawn)	3	17	-4	0	1	-2	11	-4	6
CC(C)(C)c1ccc(/C=C2\SC(=O)N(CCNC(=O)c3cccc(S(=O)(=O)N4CCOCC4)c3)C2=O)cc1	2	-14	-9	-22	-24	-17	3	0	-19
COC(=O)c1c(C)[nH]c(O)c1C=Nc1ccc(C(C)C)cc1	47*	10	-3	0	8	2	4	-9	11
Cn1cnc2c1c(=O)n(Cc1cccc(Br)c1)c(=O)n2C	-2	3	-10	6	-1	4	10	2	4
CCC1(CC)C(=O)C(C)(C)C(=O)OC1c1cccs1 (stereo not drawn)	9	6	2	-1	-1	2	3	-1	9
Cn1cnnc1SCC(=O)Nc1ccc(Cl)c(S(=O)(=O)N2CCOCC2)c1	0	5	9	-4	2	-2	7	-2	-2
Cc1cccc(NC(=O)NC(C)CCc2ccccc2)c1 (stereo not drawn)	-2	4	-4	-3	4	-4	7	-3	-1
O=C(COc1ccccc1Br)Nc1ccc(S(=O)(=O)N2CCCC2)cc1	6	3	x	-2	-1	-6	6	-13	x
Cc1ccc(S(=O)(=O)N(Cc2cc3cc4c(cc3[nH]c2=O)OCCO4)CC2CCCO2)cc1 (stereo not drawn)	1	7	5	-6	8	-3	-3	-4	0
CCCCOc1ccc(C(=O)NCC(=O)NC2CCC(C)CC2)cc1 (stereo not drawn)	4	-3	-1	4	-2	2	-10	4	13

Only part of the results is shown. The share of hits here may be higher or lower than overall.
